# Nrf2 inh: Nrf2 pathway inhibition | A549 ARE-Fluc reporter, luciferase luminescence, 18-24 h | actives 2.1% (n = 360,000) | Potency, µM (highest dose often 46 µM), for the others: at the top dose activity change, negative = inhibition, hits mostly inhibitors; further: potency means the concentration at half of the fitted maximal effect; on the % scale 0 is the no-effect control and ±100 the full control effect; nearly all actives have a fitted effect of over 60% in size
#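 Reporter: ARE-Fluc in A549. Exposure: 18-24 h, 37 °C, 5% CO2, 5% FBS OPTI-MEM. Readouts: fluorescent cytotoxicity (CellTiter-Fluor), then luminescent Nrf2 signal after BugLite.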
# ATXN viability: reduces viability in counter-screen for ATXN expression inhibitors | Potency, µM (top dose mostly 56.7 µM), usual class: cytotoxic | AID 651635 | actives 0.49% (n = 400,000) | S2 cells (HEK-293 line with an ATXN2-luciferase reporter) viability, CellTiter-Fluor protease fluorescence, 24 h; further: potency means the concentration at half of the fitted maximal effect; nearly all actives have a fitted effect of over 40% in size
# Nrf2 activator: activators of Nrf2 (ARE) signaling. AREc32 ARE-luciferase reporter (MCF7-derived line), luminescence, 24 h. Potency, µM (titrated, usually from 46.1 µM), inactives show top-dose activation, hits mostly activators. actives 0.31% (n = 410,000). AID 624171; further: potency means the concentration at half of the fitted maximal effect; % of control where 0% means no effect; nearly all actives have a fitted effect of over 65% in size
#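 AREc32 cells carrying an ARE-driven firefly luciferase, 1000 cells/well in OPTI-MEM with 5% FBS, dosed after overnight attachment and incubated 24 hr at 37 deg C. Steady-Glo luminescence read after 30 min at RT.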
# HepG2 tox: HepG2 cytotoxicity, counter-screen for TGF-b inhibitors. HepG2 CAGA-GFP viability, ATP luminescence, 18 h. Potency, µM (doses to about 46.1 µM), for the others: at the top dose activity change, negative = cytotoxicity, most hits filed as cytotoxic. actives 0.76% (n = 410,000); further: potency means the concentration at half of the fitted maximal effect; some results filed as inactive show a strong effect at the top dose
#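 HepG2 CAGA-GFP cells (1000/well, DMEM with 1% FBS) received compound, then TGF-beta at 500 pg/mL final, and were incubated 18 hours at 37 degrees C. Viability was read by CellTiter-Glo luminescence. Media-only wells were set as complete cell-killing and DMSO as no toxicity.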
# IL1B secr inh: blocks inflammasome-driven IL-1 beta release; THP-1 LPS/ATP IL-1B secretion, AlphaLISA, 16 h; hits give low values; activity change, % at 57.5 µM; actives 4.7% (n = 360,000); AID 743279; in the data active means activity change below about -50%; inconclusive means mostly about -30% to -49%; further: on the % scale 0 is the no-effect control and ±100 the full control effect
#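 THP-1 cells pretreated 1 hr with compounds (up to 57.5 uM final), then stimulated with LPS (250 ng/mL final) plus ATP (1.25 mM final); secreted IL-1B measured by AlphaLISA after 16 hr, decreased signal indicating inhibition.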
# TGFb inhibitor: blocks TGF-b signaling; HepG2 CAGA-GFP TGF-b/SMAD3 reporter, GFP fluorescence, 18 h; TGF-beta stimulated, 500 pg/mL final; Potency, µM (top dose mostly 46.1 µM), inactives show top-dose activity, negative = inhibition, most hits filed as inhibitors; actives 1.2% (n = 410,000); AID 588855; further: potency means the concentration at half of the fitted maximal effect; on the % scale 0 is the no-effect control and ±100 the full control effect; nearly all actives have a fitted effect of over 65% in size
#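 Inhibition was scored as loss of TGF-beta-induced (500 pg/mL final, 18 hours, 37 degrees C) GFP in HEPG2 cells carrying a CAGA-GFP reporter, in DMEM with 1% FBS. Well GFP was summed per cell; Activity was normalised to unstimulated and stimulated DMSO wells, then concentration-response fitting.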
# A549 viability: A549 cytotoxicity, counter-screen for Nrf2 inhibitors; actives 0.16% (n = 390,000); A549 ARE-Fluc cells, CellTiter-Fluor viability, 18-24 h; AID 504648; Potency, µM (highest dose often 46 µM), without a hit: at the highest dose activity change, negative = cytotoxicity, hits mostly inhibitors; further: potency means the concentration at half of the fitted maximal effect; on the % scale 0 is the no-effect control and ±100 the full control effect
#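 Cytotoxicity counterscreen: CellTiter-Fluor fluorescence was measured in A549 ARE_Fluc cells after 18-24 h of compound exposure in a concentration series. The subsequent BugLite luminescent read reports ARE-luciferase activity.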
# ATXN2 expr inh: ATXN2 expression inhibition. HEK-293 ATXN2-luciferase reporter, luminescence, 24 h. Potency, µM (top dose mostly 57 µM), without a hit: at the top dose activity change, negative = inhibition, usual class: inhibitors. actives 0.72% (n = 360,000); further: potency means the concentration at half of the fitted maximal effect; on the % scale 0 is the no-effect control and ±100 the full control effect; nearly all actives have a fitted effect of over 55% in size
#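 ATXN2-luciferase reporter cells (luciferase flanked by upstream and downstream ATXN2 gene portions) were treated 24 h at 37 °C with compounds at up to 57 uM. SteadyGlo luminescence gave expression; GF-AFC fluorescence gave viability.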
# MCF10A rereplic: DNA re-replication induction in MCF 10a cells; MCF 10A DNA re-replication, Hoechst nuclear intensity, 48 h; Potency, µM (titrated, usually from 46.1 µM), without a hit: top-dose activity, positive = re-replication, usual class: activators; actives 2.9% (n = 350,000); further: potency means the concentration at half of the fitted maximal effect; % of control where 0% means no effect; nearly all actives have a fitted effect of over 50% in size
# Active calls of the source: *; i = inactive; ? = inconclusive; . = no result given; [ ] = another dose, or the depositor's remark. Unless noted, the call rests on the fitted dose curve; in most records, active means well fitted curve in the direction sought with a large enough effect; inconclusive means small, poorly fitted or top-dose-only effect, or another doubt; inactive means no such curve, though single readings can be large; an effect the other way counts as inactive or inconclusive.
# Sample of the layout:
SMILES,Nrf2 inh,ATXN viability,Nrf2 activator,HepG2 tox,IL1B secr inh,TGFb inhibitor,A549 viability,ATXN2 expr inh,MCF10A rereplic
O=C(NCCc1ccccc1)C1CC(=O)N(C2CCCCCC2)C1 (stereo unspecified),14.1%,i,0.3%,-5.9%,5.8,9.2%,8.4%,1.6%,1.6%
COc1ccc(C(=O)N2CCC(C)(C(=O)O)C2)cc1OC (stereo unspecified),.,i,-0.2%[9.22 µM],-2.0%,-3.8,-1.6%,.,8.7%,.
Cc1nc2nc(-c3cccnc3)nn2c(C)c1Cl,?,i,4.6%,-6.9%,21.3,0.2%,10.4%,34.0%,0.9%
Cc1[nH][nH]c(=O)c1C(c1c(C)[nH][nH]c1=O)c1cn(Cc2ccccc2Cl)c2ccccc12,2.4%,i,2.8%[9.22 µM],-20.5%,0.0,?,1.4%,-24.2%,6.51µM*

# The list itself, repeating the preview:
SMILES,Nrf2 inh,ATXN viability,Nrf2 activator,HepG2 tox,IL1B secr inh,TGFb inhibitor,A549 viability,ATXN2 expr inh,MCF10A rereplic
O=C(NCCc1ccccc1)C1CC(=O)N(C2CCCCCC2)C1 (stereo unspecified),14.1%,i,0.3%,-5.9%,5.8,9.2%,8.4%,1.6%,1.6%
COc1ccc(C(=O)N2CCC(C)(C(=O)O)C2)cc1OC (stereo unspecified),.,i,-0.2%[9.22 µM],-2.0%,-3.8,-1.6%,.,8.7%,.
Cc1nc2nc(-c3cccnc3)nn2c(C)c1Cl,?,i,4.6%,-6.9%,21.3,0.2%,10.4%,34.0%,0.9%
Cc1[nH][nH]c(=O)c1C(c1c(C)[nH][nH]c1=O)c1cn(Cc2ccccc2Cl)c2ccccc12,2.4%,i,2.8%[9.22 µM],-20.5%,0.0,?,1.4%,-24.2%,6.51µM*
Cc1cccc2c(=O)cc(CSc3ccccc3NC(=O)c3cccc(Cl)c3)[nH]c12,.,31.6µM*,8.0%,-28.0%,.,-31.9%,0.5%,-7.7%,.
Cc1csc2ncnc(NCCc3ccccn3)c12,-20.2%,i,6.6%,0.7%,-26.8,-5.5%,-15.3%,-11.5%,-0.8%
O=C(CN1C(=O)CNC1=O)Nc1cccc(C(F)(F)F)c1,8.8%,i,-0.1%,85.9%,9.0,102.1%[activator],-1.5%,5.6%,7.6%
CCOC(=O)C1(CC2CCCCO2)CCN(C(=O)NCc2ccccc2)CC1 (stereo unspecified),3.1%,i,0.2%,-12.6%,-6.1,-16.4%,-3.9%,6.3%,3.7%
O=C(c1cccc([N+](=O)[O-])c1)N1CCCC(C(=O)N2CCCCC2)C1 (stereo unspecified),-5.2%,i,0.6%,-7.1%,2.5,-7.0%,-18.2%,.,5.0%
COc1ccc(-c2noc(-c3ccc(N4CCN(c5ccccc5)CC4)c([N+](=O)[O-])c3)n2)cc1OC,1.4%,.,0.0%,-0.5%,.,4.8%,0.0%,.,.

# Two entries from above, as tab-separated lines:
canonical_smiles	Nrf2 inh	ATXN viability	Nrf2 activator	HepG2 tox	IL1B secr inh	TGFb inhibitor	A549 viability	ATXN2 expr inh	MCF10A rereplic
COc1ccc(C(=O)N2CCC(C)(C(=O)O)C2)cc1OC (stereo unspecified)	.	i	-0.2%[9.22 µM]	-2.0%	-3.8	-1.6%	.	8.7%	.
Cc1csc2ncnc(NCCc3ccccn3)c12	-20.2%	i	6.6%	0.7%	-26.8	-5.5%	-15.3%	-11.5%	-0.8%

# Other compounds follow.
SMILES,Nrf2 inh,ATXN viability,Nrf2 activator,HepG2 tox,IL1B secr inh,TGFb inhibitor,A549 viability,ATXN2 expr inh,MCF10A rereplic
Cc1ccc(C)c2[nH]c(=O)c(CN(Cc3ccc4c(c3)OCO4)Cc3nnnn3Cc3ccco3)cc12,?,i,2.8%,-20.0%,-60.2*,3.1%,-6.0%,3.4%,?
COc1ccc(OCC(O)CNC(=O)Nc2cc(F)ccc2C)cc1 (stereo unspecified),-28.0%,i,-0.3%,-17.2%,7.1,-17.5%,-16.4%,.,0.6%
Cn1cnc(S(=O)(=O)N2CCC(C(=O)Nc3ccc(C#N)cc3)CC2)c1,.,.,0.9%,1.4%,.,1.7%,-3.8%,.,.
COc1ccc(-n2c(SCc3ccc([N+](=O)[O-])cc3)nnc2-c2ccccc2)cc1,8.4%,i,0.5%,-19.2%,?,-20.2%,-3.0%,-10.8%,-3.4%
COC(=O)c1ccc(N2C(=O)Nc3ccccc3N2O)cc1,-8.4%,i,-0.3%,8.5%,0.0,21.9%,-2.0%,-0.7%,14.3%
O=C(OCC(=O)N1CCCc2ccccc21)c1c(F)cccc1F,-14.8%,i,0.0%,-12.4%,-2.5,0.0%,-0.6%,2.4%,1.8%
CCc1nc(N)c(C#N)c(-c2ccc(OC)c(OC)c2)c1C,-0.7%,?,-0.3%,-3.0%,94.4,5.7%,3.4%,-28.0%,-0.6%
CCOC(=O)c1ccc(NC(=O)C2=C(C)Nc3nc(SCc4ccc(Cl)cc4)nn3C2c2ccc(C)cc2)cc1 (stereo unspecified),11.1%,i,-0.3%,-3.2%,.,-0.9%,0.2%,6.8%,.
CCCCN1CC(N2CCN(CCO)CC2)CS1(=O)=O (stereo unspecified),.,i,-0.9%,2.0%,-9.9,-4.5%,.,13.6%,.
Cc1cc(C)nc(/N=C(\N)N2CCCCCC2)n1,4.2%,i,-0.1%,-1.9%,21.8,0.1%,4.3%,-19.2%,0.7%
CCC(=NC1CC(C)(C)NC(C)(C)C1)C1=C(O)CC(C)(C)CC1=O,.,i,1.0%,6.2%,30.4,0.0%,11.5%,-15.6%,-2.3%
O=C(CSc1nc2ccccc2[nH]1)NCc1ccco1,5.6%,i,7.6%,-15.3%,-0.7,-1.4%,9.0%,31.1%[activator],?
COc1cc(NC(=O)Cc2ccccc2)ccc1NC(=O)c1ccccc1,10.9%,i,0.1%,-17.1%,-14.3,8.0%,-4.0%,-15.6%,-0.7%
COc1ccc(-c2noc(-c3ccc(NC4CCCC4)c([N+](=O)[O-])c3)n2)cc1OC,16.0%,i,0.5%,10.3%,.,7.8%,-2.9%,8.0%,.
CC(C)Cc1ccc(S(=O)(=O)N2CCN(C(=O)c3ccco3)CC2)cc1,18.4µM*,i,3.6%,-23.5%,-11.2,?,4.6%,-10.6%,25.5%
Cc1ccc(S(=O)(=O)N2CCN(C(=O)COC(=O)/C=C/c3ccc(OC(F)F)cc3)CC2)cc1,-36.7%,i,0.3%,-2.7%,-11.0,4.0%,1.5%,-8.8%,25.1%
CCC1=NN(C(=O)Cc2ccc([N+](=O)[O-])cc2)C(O)(C(C)(C)C)C1 (stereo unspecified),-12.6%,i,0.8%,-0.7%,6.9,-0.7%,11.0%,2.0%,2.7%
Cc1nc(NC(=O)/C=C/c2ccccc2)sc1C(=O)Nc1ccc(Cl)cc1,?,.,2.7%,-63.7%,-10.3,0.0%,-23.4%,?,16.4µM*
CC1(C(=O)NS(=O)(=O)c2cccc(Cl)c2)CCN1C(=O)C1(c2ccc(Cl)cc2)CC1 (stereo unspecified),.,i,-0.6%,11.3%,35.4,6.1%,.,5.4%,.
Cc1cc(Cl)ccc1OCCCC(=O)NCC1CCCO1 (stereo unspecified),15.5%,i,0.0%,-27.0%,-9.3,1.8%,-7.4%,-6.1%,2.5%
CC(=O)c1c(C(C)=O)c(C)n(-c2ccc(N)c(C)c2)c1C,-11.8%,i,-0.3%,-2.2%,-23.5,6.9%,-15.0%,3.9%,-24.6%
CCc1ccc(/C=C2\Oc3c(ccc(O)c3CN3CCN(C)CC3)C2=O)cc1,-34.5%,i,0.0%,-26.1%,-5.9,2.1%,-5.3%,.,2.4%
COc1ccc(S(=O)(=O)N2CCCCCC2)cc1C(=O)Nc1cccc(C)n1,-1.2%,i,0.7%,-17.8%,-10.0,-14.4%,-3.3%,-25.9%,4.2%
CCOC(=O)CCc1c(C)c2ccc(OC3CCCCC3=O)cc2oc1=O (stereo unspecified),14.5%,i,-0.6%,3.1%,12.5,2.0%,-1.0%,-3.1%,-0.6%
COC(=O)C1CCN(S(=O)(=O)CCNC(=O)c2ccc(F)cc2)CC1,-8.2%,i,0.1%,10.7%,-26.2,-10.9%,7.4%,-5.3%,-0.6%
CC1(C)CC(NC(=O)c2cccc3ccccc23)CC(C)(C)N1,21.5%,i,-0.4%,0.2%,-12.3,-10.7%,7.2%,5.4%,4.8%
N#Cc1ccc(CN2C(=O)c3ccccc3Sc3ccc(C(=O)OCc4ccco4)cc32)cc1,.,i,0.2%,0.0%,.,1.7%,1.8%,6.1%,.
CC(=O)O[C@H]1CC[C@@]2(C)C(=CC[C@H]3[C@@H]4CC[C@H](C(C)=O)[C@@]4(C)CC[C@@H]32)C1,4.4%,i,-0.7%,1.8%,1.4,3.5%,-1.8%,-10.3%,28.3%
OCCN1CCN(CC(O)COc2ccc(C34CC5CC(CC(C5)C3)C4)cc2)CC1 (stereo unspecified),14.7%,i,-2.4%,15.8µM*,-97.3*,?,-9.6%,-27.2%,11.6µM*
C[C@H]1NS(=O)(=O)c2cc(Cl)ccc2O[C@@H]1c1ccccc1,.,i,-0.4%,-13.9%,51.9,-1.8%,.,-7.8%,.
CCCC(NC(=S)NCC1CCCO1)C12CC3CC(CC(C3)C1)C2 (stereo unspecified),14.6µM*,i,-0.4%,-33.8%,34.3,-22.1%,7.3%,.,7.6%
CCCCCNS(=O)(=O)c1cc2c3c(c1)CCC(=O)N3CCC2,?,i,0.4%,-11.4%,63.6,-2.6%,-1.6%,1.5%,1.6%
O=C(/C(=C/O)N=Nc1ccc(Cl)cc1)c1ccncc1,.,i,?,-99.9%,-6.9,?,?,-32.2%,?
c1cc(CN2CCCCC2)cc(OCCCNc2nc3ccccc3s2)c1,10.3%,?,4.9%,-61.3%,-8.5,?,-25.0%,?,?
